FID counter – fluorescent intercalator displacement, NS3 helicase counter-screen; DNA fluorescent intercalator displacement, fluorescence; inhibition, % at 7.9 µM; 290,000 compounds, 0.17% hits; AID 1845; in the data active means inhibition above about 37%;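 further: 0% = vehicle and 100% = reference compound; higher means more ethidium bromide displaced from hairpin DNA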
VIM-2 inh – blocks Pseudomonas aeruginosa VIM-2 metallo-beta-lactamase; purified VIM-2, nitrocefin hydrolysis, epi-absorbance fluorescence; inhibition, % at 5.6 µM; 290,000 compounds, 0.89% hits; AID 1527;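 active means inhibition above the mean of all tested compounds plus 3 SD, cutoff set per screening run, cut at about 7.5% in these data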;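 further: red hydrolysis product quenches plate fluorescence so inhibitors raise well fluorescence; 0% = enzyme with DMSO and 100% = DMSO without enzyme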
HCV NS3 hel inh – HCV NS3 helicase inhibition; inhibition, % at 10.9 µM; 290,000 compounds, 0.56% hits; NS3 helicase DNA unwinding, Cy5 molecular beacon fluorescence;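 active means inhibition above the mean of all tested compounds plus 3 SD, set per campaign, cut at about 35% in these data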;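 further: 0% = DMSO wells and 100% = thioflavine S control wells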
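Measured by: Cy5 fluorescence, 0 and 60 min reads / Assay system: NS3 helicase fragment of HCV / Control set: low DMSO, high thioflavine S at 110 µM / Times: 1 h reaction at 25 °C, ATP-initiated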
GalR3 antagonist – antagonists of human GalR3. O60755. HEK293 GalR3-CNG cAMP membrane potential fluorescence; galR3 body fused to GalR1 C-terminus. inhibition, % at 3 µM. 360,000 compounds, 0.44% hits. AID 651719;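 active means inhibition above the screen-wide average plus 3 SD, cut at about 13% in these data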;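 further: forskolin and galanin both at EC90 stimulate the cells; cAMP rise reported by CNG channel membrane potential dye signal; 0% = forskolin plus galanin with DMSO and 100% = forskolin alone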
V1R ag counter – V1a receptor agonism, counter-screen for OXTR agonists; activation, % at 3 µM; 320,000 compounds, 0.25% hits; P37288; AID 2797; CHO-V1R cells, Fluo-8 calcium fluorescence, agonist mode; 0% DMSO, 100% 3 nM vasopressin;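 active means activation above the mean activation of all tested compounds plus 3 SD, per screening run, cut at about 20% in these data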;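 further: signal is peak over basal fluorescence ratio across a 100 second FLIPR read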
PHOSPHO1 block – blocks human PHOSPHO1 phosphatase activity; Q8TCT1; 290,000 compounds, 1.1% hits; AID 1565; recombinant PHOSPHO1, absorbance phosphatase assay; inhibition, % at 13.3 µM; in the data active means inhibition above about 60%
Target sequence (Q8TCT1 whole entry, looked up): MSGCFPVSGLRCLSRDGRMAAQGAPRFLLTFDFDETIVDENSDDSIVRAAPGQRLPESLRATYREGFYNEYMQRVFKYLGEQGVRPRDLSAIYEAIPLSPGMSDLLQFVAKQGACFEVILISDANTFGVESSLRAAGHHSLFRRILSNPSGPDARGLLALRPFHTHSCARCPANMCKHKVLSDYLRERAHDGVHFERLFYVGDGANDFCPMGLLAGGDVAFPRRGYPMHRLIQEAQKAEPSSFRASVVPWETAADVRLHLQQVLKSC
IMP-1 inhibitor – blocks Pseudomonas aeruginosa IMP-1 metallo-beta-lactamase; purified IMP-1, nitrocefin hydrolysis, epi-absorbance fluorescence; inhibition, % at 5.6 µM; 290,000 compounds, 0.45% hits;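 active means inhibition above the mean plus 3 SD of all compounds in the same screening run, cut at about 4.5% in these data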;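 further: 0% = IMP-1 with DMSO and 100% = DMSO wells lacking enzyme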
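Assay system: purified IMP-1; Quantity: IMP-1 0.2 nM before substrate addition; Medium: HEPES buffer pH 7.1 with ZnSO4 and Brij 35; Incubation: 15 min enzyme–compound preincubation, then 25 min nitrocefin reaction, 25 °C; Signal: fluorescence quenching readout, ex 480/em 530 nm; Controls: DMSO with and without IMP-1; Repeats: singlicate testing.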
GPR7 antagonist – human neuropeptides B/W receptor 1 antagonism; P48145; 290,000 compounds, 1.1% hits; GPR7-expressing cells, fluorescence antagonist assay; AID 1861; inhibition, % at 4.4 µM; in the data active means inhibition above about 16%, passing the limit was not always enough;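 further: cells stimulated with the agonist NPW; 0% = agonist with vehicle and 100% = vehicle without agonist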
Target sequence (P48145 whole entry, looked up): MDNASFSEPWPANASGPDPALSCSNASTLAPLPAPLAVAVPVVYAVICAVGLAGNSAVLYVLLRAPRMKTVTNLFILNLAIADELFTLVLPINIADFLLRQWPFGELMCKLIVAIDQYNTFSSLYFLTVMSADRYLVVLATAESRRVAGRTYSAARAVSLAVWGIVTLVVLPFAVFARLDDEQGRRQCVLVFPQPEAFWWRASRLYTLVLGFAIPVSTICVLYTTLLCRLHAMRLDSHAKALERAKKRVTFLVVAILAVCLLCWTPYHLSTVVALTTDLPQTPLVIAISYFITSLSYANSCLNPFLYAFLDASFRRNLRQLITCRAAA
OXTR agonist – agonists of human oxytocin receptor; AID 2435; 320,000 compounds, 0.32% hits; activation, % at 3 µM; CHO-OTR cells, Fluo-8 calcium fluorescence; normalized: DMSO 0%, oxytocin 100%;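 active means activation above the mean of all tested compounds plus 3 SD, cutoff set per screening run, cut at about 20% in these data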;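 further: peak over basal fluorescence ratio from a 100 s FLIPR kinetic read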
Target sequence (P30559 whole entry, looked up): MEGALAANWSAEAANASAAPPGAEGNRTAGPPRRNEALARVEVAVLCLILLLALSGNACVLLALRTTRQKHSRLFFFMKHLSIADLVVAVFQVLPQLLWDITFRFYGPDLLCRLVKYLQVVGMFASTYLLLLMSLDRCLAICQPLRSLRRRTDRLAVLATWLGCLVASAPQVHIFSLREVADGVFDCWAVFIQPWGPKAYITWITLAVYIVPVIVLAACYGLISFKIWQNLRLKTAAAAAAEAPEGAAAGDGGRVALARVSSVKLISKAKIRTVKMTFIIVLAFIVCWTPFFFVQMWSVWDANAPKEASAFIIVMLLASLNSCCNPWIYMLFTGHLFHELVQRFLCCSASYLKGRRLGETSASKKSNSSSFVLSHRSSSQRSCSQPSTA
Starred values were filed as active, the others as inactive; / = no result given. Outcome played no part in choosing rows; overall some 4.3% were active at least once.

SMILES	FID counter	VIM-2 inh	HCV NS3 hel inh	GalR3 antagonist	V1R ag counter	PHOSPHO1 block	IMP-1 inhibitor	GPR7 antagonist	OXTR agonist
Cc1ccc(CNS(=O)(=O)c2c(C)[nH]c(C)c2C(=O)N2CCCCC2)o1	-14	1.1	4	-7	-0.5	32	-0.5	-14	-0.2
CCOc1ccc2nc(NC(=O)CSc3nnc(-c4ccncc4)n3CC3CCCO3)sc2c1 (stereo unspecified)	/	/	/	-3	0.6	-10	/	/	-0.2
CC(=O)c1ccc(NC(=O)C(C)N(C)CC(=O)Nc2ccc(Cl)cc2)cc1 (stereo unspecified)	-17	-1.0	-1	-5	2.0	-3	-0.7	15	0.4
COCC1CCN(C(=O)c2cc(COc3cncc(Cl)c3)on2)C1 (stereo unspecified)	-21	-0.6	-1	-5	2.4	45	-1.3	4	2.1
CC(C)CNC(=O)c1cccc(NC(=O)C(C)Oc2ccccc2)c1 (stereo unspecified)	-15	1.2	4	-7	1.9	4	0.2	-6	-0.4
COc1cccc(/C=C2\NC(=O)NC2=O)c1O	-1	-2.1	-2	-2	0.0	35	-1.6	-15	0.1
O=C(CN1C(=O)c2ccccc2C1=O)Nc1ccc(Cl)cn1	4	-4.1	0	8	1.4	-5	-2.5	-3	1.0
Cc1ccc(-n2c(-c3ccco3)nc3c(cnn3-c3ccccc3C)c2=O)cc1	-11	-0.6	-8	-2	-0.7	-12	-4.1	5	-1.2
CCc1nnc(NC(=O)/C=C/c2cccs2)s1	-2	-2.0	10	-2	-1.0	-4	-1.2	-9	-1.1
S=C(NCc1ccc2c(c1)OCO2)Nc1ccc(-c2nc3ccccc3[nH]2)cc1	8	-6.5	-13	-6	1.0	-4	-4.3	-5	1.8
Cc1ccc(CSC2=NCCN2C(=O)c2ccc([N+](=O)[O-])cc2)cc1	-2	-2.2	-1	-3	-0.6	42	-2.8	-2	-1.5
COc1ccc(/C=C/C(=O)NC2CC3CCC2C3)cc1 (stereo unspecified)	-17	-2.1	2	-6	-0.2	25	-2.3	-5	-0.8
O=C(CSc1nnc(-c2ccc(O)cc2)o1)Nc1ccc2c(c1)OCCO2	0	1.6	3	-3	2.4	-6	-2.3	-2	2.2
NNC(=O)C(=O)/C=C1\NC2(CCCC2)Cc2ccccc21	-15	-2.7	-4	1	-0.4	2	-1.3	-15	-1.4
CN(C(=O)CN1CCN(c2ccc([N+](=O)[O-])cn2)CC1)c1ccccc1	-16	0.8	3	/	2.0	/	1.3	23	2.1
CCOc1ccccc1CN1CCNC(=O)C1CC(=O)NCCCn1cccn1 (stereo unspecified)	-18	-0.9	19	-8	1.8	54	-2.2	-8	-0.6
O=C(NC1CC1)c1scc2c1OCCO2	-6	-2.3	-1	-5	0.1	10	-3.5	9	-1.0
O=c1[nH]c2ccccc2nc1-c1ccc(Cl)cc1	0	-3.8	-4	-4	-0.4	35	-2.5	-5	-1.0
CCCOc1ccc(/C=N/NC(=O)CN2CCCCC2)cc1OCC	1	-0.6	6	-1	-0.4	19	-5.3	-6	0.9
CCOc1cc(N2CCOCC2)c(OCC)cc1NC(=O)CN1C(=O)NC2(CCc3ccccc32)C1=O (stereo unspecified)	-36	-3.7	-10	4	0.6	21	-3.3	-6	-1.3
Cc1nc(Nc2ccccc2)sc1C(=O)Nc1ccccc1	-10	-0.3	-11	4	1.2	34	-1.7	-9	-1.5
CC(=O)NCCc1ccc(S(=O)(=O)Nc2ccc(C)c(S(=O)(=O)N3CCOCC3)c2)cc1	-27	-3.2	5	-7	0.7	37	-1.3	-6	0.0
CCOC(=O)c1ccc(S(=O)(=O)N2CCN(CC(=O)NC(=O)NC(C)(C)C)CC2)cc1	-6	-4.6	-2	-4	0.8	3	-5.0	-7	0.0
CN(C)CCOC(=O)C1(c2ccccc2)CCCC1	9	1.0	11	-5	1.4	18	-1.2	4	1.1
COc1ccc(-c2nc(-c3ccc(NC(=O)c4ccncc4)cc3)no2)cc1OC	-4	-1.6	5	/	4.8	-14	-2.2	-9	6.2
COC(=O)C1CSC(C)(C)C(=O)N1 (stereo unspecified)	5	-0.8	7	1	0.4	25	-2.2	-6	0.4
COc1ccc(C(=O)CC(=O)C(=O)Nc2cc(OC)ccc2OC)cc1	-8	-3.0	18	-1	0.7	31	-2.1	5	-0.1
COc1cc(S(=O)(=O)N2CCCC3(CCCCC3)C2)ccc1-n1cnnn1	-6	1.5	4	-2	-0.7	-33	-1.0	-5	-2.1
O=C(Nc1ccccc1N1CCOCC1)c1cc2ccccc2o1	-30	-2.8	-2	-7	1.4	22	0.0	1	-0.8
COc1cc(C(c2c(C(=O)O)[nH]c3ccccc23)c2c(C(=O)O)[nH]c3ccccc23)ccc1OCc1ccccc1	-5	-0.5	37*	-10	0.4	25	-0.9	12	-0.2
O=C(Nc1cccnc1)c1ccc(NS(=O)(=O)c2cccc([N+](=O)[O-])c2)cc1	0	-0.9	2	-3	0.4	5	-2.8	-8	0.9
Cc1nc(S(=O)(=O)N2CCN(C3c4ccccc4-c4ccccc43)CC2)cn1C	-39	-2.5	-18	3	0.1	33	-1.1	-2	0.9
C=CCOc1c2ccc(C(=O)NCc3ccc(OC)cc3)cc2nn1C	-2	-1.9	-6	7	0.1	28	-1.6	4	-0.5
O=c1c2ccccc2nc(/C=C/c2c[nH]c3ccccc23)n1CCO	11	-1.4	10	-1	4.0	49	-2.6	17	3.7
COc1ccc(C(C(=O)NCCC(C)C)N(CCCO)C(=O)c2snc(C(N)=O)c2N)cc1OC (stereo unspecified)	-10	-0.3	-10	-4	0.4	25	-1.2	-15	0.6
CC(=O)c1sc(NC(=O)COc2c(C)cc(Cl)cc2C)nc1C	-1	1.7	4	/	-0.4	6	-0.1	9	-0.2
COc1ccc(-c2csc(NC(=O)CN3C(=O)CCC3=O)n2)cc1OC	-7	-5.3	-7	0	0.8	11	-4.3	-6	3.0
O=C(Cc1ccc(Br)cc1)N1CCN(c2ccccn2)CC1	-17	-2.9	7	-3	-0.1	-16	-0.5	4	-0.2
NS(=O)(=O)c1ccc(NC(NC(=O)c2cccnc2)C(Cl)(Cl)Cl)cc1 (stereo unspecified)	-5	-2.2	11	-8	-0.7	55	-3.2	-12	0.4
O=C(O)Cc1ccc(Oc2ncc(C(F)(F)F)cc2Cl)cc1	-5	-1.7	1	-3	0.9	37	-3.6	-4	0.0
Cc1ccc(NC(=O)CN(C)C(=O)Cn2ccsc2=N)cc1	-1	0.1	-10	-1	0.9	24	-3.4	-8	0.3
O=C(CC1CCCCC1)NCc1ccco1	-1	-1.6	0	-4	-0.1	37	-1.3	-6	-0.1
COc1ccc(-n2cc(CNC(C)c3ccncn3)c(-c3cccc(F)c3)n2)cc1 (stereo unspecified)	0	-5.8	-11	-1	0.6	-19	-3.1	2	-1.4
COC(=O)C1=C(C)NC(=O)NC1c1ccc2c(c1)OCO2 (stereo unspecified)	3	-3.8	7	-5	-0.1	49	-4.0	-13	0.3
CC(c1n[nH]c(=S)n1-c1ccc(F)cc1)N1CCCCC1 (stereo unspecified)	-2	3.4	17	8	2.8	28	-1.7	1	2.8
O=C(CSCc1ccccc1Cl)N/N=C/c1ccco1	-5	-2.7	-5	-4	1.4	-65	-1.7	-18	1.3
CCOC(=O)c1c(NC(=O)CSC2=NN3CCCC(=O)N=C3S2)sc2c1CCCCC2	-3	-0.1	-10	/	0.7	-6	-0.7	-8	-0.6
O=C(CN1C(=O)c2cccc([N+](=O)[O-])c2C1=O)NCc1ccccc1	-8	-2.1	8	-10	0.5	31	-2.7	-3	0.4
CCCN1C(=O)SC(CC(=O)Nc2ccccc2C)C1=O (stereo unspecified)	-8	-1.5	14	-3	0.1	-3	-2.6	-6	-0.5
CC1=C(C(=O)OCc2ccccc2)C(c2ccccc2Cl)NC(=O)N1C (stereo unspecified)	-22	-3.1	-4	-8	1.2	39	-3.8	-3	-1.9

A draw from above in order of SMILES length, low to high.
SMILES	FID counter	VIM-2 inh	HCV NS3 hel inh	GalR3 antagonist	V1R ag counter	PHOSPHO1 block	IMP-1 inhibitor	GPR7 antagonist	OXTR agonist
O=C(CC1CCCCC1)NCc1ccco1	-1	-1.6	0	-4	-0.1	37	-1.3	-6	-0.1
O=C(CSCc1ccccc1Cl)N/N=C/c1ccco1	-5	-2.7	-5	-4	1.4	-65	-1.7	-18	1.3
CCCN1C(=O)SC(CC(=O)Nc2ccccc2C)C1=O (stereo unspecified)	-8	-1.5	14	-3	0.1	-3	-2.6	-6	-0.5
O=C(Cc1ccc(Br)cc1)N1CCN(c2ccccn2)CC1	-17	-2.9	7	-3	-0.1	-16	-0.5	4	-0.2
Cc1ccc(NC(=O)CN(C)C(=O)Cn2ccsc2=N)cc1	-1	0.1	-10	-1	0.9	24	-3.4	-8	0.3
COC(=O)C1=C(C)NC(=O)NC1c1ccc2c(c1)OCO2 (stereo unspecified)	3	-3.8	7	-5	-0.1	49	-4.0	-13	0.3
COc1ccc(-c2csc(NC(=O)CN3C(=O)CCC3=O)n2)cc1OC	-7	-5.3	-7	0	0.8	11	-4.3	-6	3.0
NS(=O)(=O)c1ccc(NC(NC(=O)c2cccnc2)C(Cl)(Cl)Cl)cc1 (stereo unspecified)	-5	-2.2	11	-8	-0.7	55	-3.2	-12	0.4
COc1ccc(-n2cc(CNC(C)c3ccncn3)c(-c3cccc(F)c3)n2)cc1 (stereo unspecified)	0	-5.8	-11	-1	0.6	-19	-3.1	2	-1.4
CCOC(=O)c1c(NC(=O)CSC2=NN3CCCC(=O)N=C3S2)sc2c1CCCCC2	-3	-0.1	-10	/	0.7	-6	-0.7	-8	-0.6
